Source: PubChem BioAssay (National Center for Advancing Translational Sciences (NCATS))
Nrf2 inh = Nrf2 qHTS screen for inhibitors; A549 ARE-Fluc reporter, luciferase luminescence, 18-24 h; AID 504444, 2011; 360,000 compounds, 2.1% hits; Potency, µM (series often up to 46 µM), for the others: at the top dose activity change, negative = inhibition, actives largely listed as inhibitors; note: % is set by controls: 0 for no effect and ±100 for the full control effect; nearly all actives have a fitted effect of over 60% in size
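Cells were seeded and rested 2 h, then exposed to compounds for 18-24 h. CellTiter-Fluor was read first as a viability measure. BugLite was added 15 min before the final luminescent read of ARE-luciferase activity in A549 cells.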
HepG2 tox = qHTS for Inhibitors of TGF-b: Cytotox Counterscreen; AID 588856, 2011; 410,000 compounds, 0.76% hits; Potency, µM (highest dose often 46.1 µM), without a hit: at the highest dose activity change, negative = cytotoxicity, usual class: cytotoxic; HepG2 CAGA-GFP viability, ATP luminescence, 18 h; note: some results filed as inactive show a strong effect at the top dose
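HepG2 CAGA-GFP cells (1000/well, DMEM with 1% FBS) received compound, then TGF-beta at 500 pg/mL final, and were incubated 18 hours at 37 degrees C. Viability was read by CellTiter-Glo luminescence. Media-only wells were set as complete cell-killing and DMSO as no toxicity.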
S2 tox = Viability Counterscreen for Primary qHTS for Inhibitors of ATXN expression | S2 cells (HEK-293 line with an ATXN2-luciferase reporter) viability, CellTiter-Fluor protease fluorescence, 24 h | Potency, µM (titrated, usually from 56.7 µM), actives largely listed as cytotoxic | 400,000 compounds, 0.49% hits | AID 651635, 2014; note: nearly all actives have a fitted effect of over 40% in size
MCF10A rereplic = A quantitative high throughput screen for small molecules that induce DNA re-replication in MCF 10a normal breast cells. MCF 10A DNA re-replication, Hoechst nuclear intensity, 48 h. Potency, µM (doses to about 46.1 µM), inactives show at the highest dose activity, positive = re-replication, most hits filed as activators. 350,000 compounds, 2.9% hits; note: % of control where 0% means no effect; nearly all actives have a fitted effect of over 50% in size
ATXN2 expr inh = Primary qHTS for Inhibitors of ATXN expression; AID 1745845, 2022; HEK-293 ATXN2-luciferase reporter, luminescence, 24 h; Potency, µM (highest dose often 57 µM), without a hit: top-dose activity change, negative = inhibition, usual class: inhibitors; 360,000 compounds, 0.72% hits; note: % is set by controls: 0 for no effect and ±100 for the full control effect; nearly all actives have a fitted effect of over 55% in size
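ATXN2-luciferase reporter cells (luciferase flanked by upstream and downstream ATXN2 gene portions) were treated 24 h at 37 °C with compounds at up to 57 uM. SteadyGlo luminescence gave expression; GF-AFC fluorescence gave viability.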
A549 tox = Nrf2 qHTS screen for inhibitors: counterscreen for cytotoxicity | A549 ARE-Fluc cells, CellTiter-Fluor viability, 18-24 h | Potency, µM (series often up to 46 µM), without a hit: top-dose activity change, negative = cytotoxicity, hits mostly inhibitors | 390,000 compounds, 0.16% hits | AID 504648, 2011; note: % is set by controls: 0 for no effect and ±100 for the full control effect
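A549 ARE_Fluc cells in 5% FBS OPTI-MEM were exposed to compounds in concentration-response for 18-24 h at 37 deg C. Viability was read by CellTiter-Fluor fluorescence (Ex 405/Em 525) after 30 min, before the luciferase read.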
TGFb inhibitor = qHTS for Inhibitors of TGF-b; HepG2 CAGA-GFP TGF-b/SMAD3 reporter, GFP fluorescence, 18 h; TGF-beta stimulated, 500 pg/mL final; Potency, µM (doses to about 46.1 µM), inactives show at the highest dose activity, negative = inhibition, most hits filed as inhibitors; 410,000 compounds, 1.2% hits; note: % is set by controls: 0 for no effect and ±100 for the full control effect; nearly all actives have a fitted effect of over 65% in size
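Read-out: total well GFP (ex488/em500-530) summed from mean per-cell fluorescence. Cells: HEPG2 CAGA-GFP, 1% FBS DMEM, 18 h at 37 degrees C with 500 pg/mL final TGF-beta. Unstimulated wells served as the full-inhibition control; stimulated DMSO wells = 0%.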
Nrf2 activator = qHTS of Nrf2 Activators. AREc32 ARE-luciferase reporter (MCF7-derived line), luminescence, 24 h. Potency, µM (top dose mostly 46.1 µM), without a hit: top-dose activation, actives largely listed as activators. 410,000 compounds, 0.31% hits; note: % of control where 0% means no effect; nearly all actives have a fitted effect of over 65% in size
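Quantitative high-throughput format: AREc32 reporter cells, 1000 per well, received compound by pin transfer and were incubated 24 hr at 37 deg C, 5% CO2, before Steady-Glo luminescence detection.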
EPAC2 antagonist = qHTS for Antagonist of cAMP-regulated guanine nucleotide exchange factor 2 (EPAC2): primary screen; Potency, µM (titrated, usually from 114 µM), inactives show at the highest dose activity, negative = inhibition, hits mostly inhibitors; 360,000 compounds, 0.18% hits; Rap guanine nucleotide exchange factor 4 (Homo sapiens), Q8WZA2; EPAC2 GEF exchange of Rap1B-BODIPY-GDP, fluorescence; note: % is set by controls: 0 for no effect and ±100 for the full control effect; nearly all actives have a fitted effect of over 45% in size; many of its hits are not listed in these tables
Target sequence (Q8WZA2 whole entry, looked up): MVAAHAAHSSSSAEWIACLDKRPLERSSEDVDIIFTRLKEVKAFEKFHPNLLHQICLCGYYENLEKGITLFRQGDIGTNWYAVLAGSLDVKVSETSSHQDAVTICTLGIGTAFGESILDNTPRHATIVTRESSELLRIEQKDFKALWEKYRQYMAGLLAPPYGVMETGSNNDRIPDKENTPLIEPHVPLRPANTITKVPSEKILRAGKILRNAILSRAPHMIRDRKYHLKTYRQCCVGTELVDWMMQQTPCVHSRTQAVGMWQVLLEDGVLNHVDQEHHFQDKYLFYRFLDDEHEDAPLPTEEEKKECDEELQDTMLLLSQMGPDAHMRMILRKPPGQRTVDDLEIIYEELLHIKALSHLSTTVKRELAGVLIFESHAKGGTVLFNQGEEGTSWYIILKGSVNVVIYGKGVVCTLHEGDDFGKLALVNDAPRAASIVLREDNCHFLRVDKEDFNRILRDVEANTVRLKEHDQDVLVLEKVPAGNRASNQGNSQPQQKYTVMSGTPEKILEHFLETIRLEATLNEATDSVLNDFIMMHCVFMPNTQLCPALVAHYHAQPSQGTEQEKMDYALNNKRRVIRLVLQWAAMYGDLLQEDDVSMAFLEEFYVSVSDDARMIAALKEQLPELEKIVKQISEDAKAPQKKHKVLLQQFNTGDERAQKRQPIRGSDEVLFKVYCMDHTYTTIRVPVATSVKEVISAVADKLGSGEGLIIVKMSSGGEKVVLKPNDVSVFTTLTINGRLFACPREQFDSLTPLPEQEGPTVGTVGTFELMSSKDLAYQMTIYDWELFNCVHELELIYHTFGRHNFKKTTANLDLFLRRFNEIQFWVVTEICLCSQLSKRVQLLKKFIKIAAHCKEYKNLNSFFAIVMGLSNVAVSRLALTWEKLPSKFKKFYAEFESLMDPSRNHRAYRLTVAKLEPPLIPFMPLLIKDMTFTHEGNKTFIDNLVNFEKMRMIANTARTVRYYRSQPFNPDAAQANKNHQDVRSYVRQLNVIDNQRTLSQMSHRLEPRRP
Numbers without * were called inactive; i = inactive; ? = inconclusive; . = not tested or not shown; & = joins results of further samples; [ ] = remark or other dose. Calls come from the whole dose curve; as a rule, active = well fitted curve in the direction sought with a large enough effect; inconclusive = small, poorly fitted or top-dose-only effect, or another doubt; inactive = no such curve, though single readings can be large; an effect the other way counts as inactive or inconclusive. Potency is the fitted concentration of half-maximal effect.

Abbreviations: A = Nrf2 inh; B = HepG2 tox; C = S2 tox; D = MCF10A rereplic; E = ATXN2 expr inh; F = A549 tox; G = TGFb inhibitor; H = Nrf2 activator; I = EPAC2 antagonist
CCOc1cccc2sc(=NC(=O)CCS(=O)(=O)c3ccc(F)cc3)n(C)c12
  A = ? | B = -26% | C = i | D = 20% | E = -23% | F = 6% | G = 6% | H = 2.2% | I = -23%
CCCCCCCCN1C(=O)[C@H](CC(=O)NCc2ccc(OC)c(OC)c2)C[C@@]2(C(=O)OCC)CCCC=C12
  A = . | B = . | C = 14µM* | D = . | E = ? | F = . | G = . | H = -3.1% | I = -28%
Cc1ccc(CNC(=O)c2ccc(CS(=O)Cc3cccc(Cl)c3)o2)cc1 (configuration not stated)
  A = 7%&-18% | B = -6%&-21% | C = i | D = 1% | E = -7% | F = 1%&2% | G = ? | H = 0.0%&1.1% | I = 7%
Cc1ccc(NC(=O)CC(NC(=O)c2ccccc2Cl)c2ccccc2)nc1 (configuration not stated)
  A = 9% | B = -3% | C = i | D = 1% | E = -11% | F = -2% | G = -16% | H = -1.1% | I = 8%
Cc1ccc(OCn2c(=O)sc3ccccc32)cc1
  A = . | B = -1% | C = i | D = ? | E = 0% | F = 2% | G = 14% | H = 6.3% | I = -3%
O=C(CN1C(=O)CCc2cc(S(=O)(=O)N3CCOCC3)ccc21)Nc1cccc(C(F)(F)F)c1
  A = . | B = -12% | C = i | D = . | E = -6% | F = -1% | G = ? | H = 11% | I = .
COc1ccc(NC(=O)NC2CCCCCCC2)cc1OC
  A = ? | B = -49% | C = i | D = 5% | E = 37%[activator] | F = 6% | G = -8% | H = 2.4% | I = 7%
COc1ccc(OCc2cc(C(=O)N3CCN(CC4CC4)CC3)no2)c(Cl)c1
  A = ? | B = -16% | C = i | D = ? | E = 24% | F = 4% | G = ? | H = 4.5% | I = -4%
CCSC1=N/C(=C\c2ccc(-c3ccccc3[N+](=O)[O-])o2)C(=O)S1
  A = 20% | B = 1% | C = i | D = 1% | E = 0% | F = -16% | G = 6% | H = 2.1% | I = -3%
Cc1c(NC(=O)OC(C)C)sc(=S)n1C
  A = -10% | B = 3% | C = i | D = 16% | E = 2% | F = -8% | G = 0% | H = 0.0% | I = 10%
COCCC(=O)N1CCC(Oc2ccc(C(=O)NCCC3=CCCCC3)cc2)CC1
  A = 1% | B = -13% | C = i | D = ? | E = 1% | F = 3% | G = -13% | H = 0.7% | I = -4%
O=c1[nH]n(-c2ccccc2Cl)c(=O)c2ccccc12
  A = 8% | B = 4% | C = i | D = -1% | E = 31% | F = -4% | G = 11% | H = 0.2% | I = 5%
O=C(NNC(=O)c1c(O)c2ccccc2[nH]c1=O)c1ccccc1
  A = ? | B = 12% | C = i | D = ? | E = 9% | F = -15% | G = -1% | H = -0.3% | I = 5%
COc1ccc(CNC(=O)Cn2nnc(-c3ccc(C(F)(F)F)cc3)n2)cc1
  A = . | B = -9% | C = i | D = . | E = 0% | F = 5% | G = 14% | H = -0.6% | I = .
CC(C)N(C(=O)Cn1c(-c2ccccc2Cl)nc2ccccc21)c1ccccc1
  A = 11% | B = 2% | C = i | D = -23% | E = 3% | F = -3% | G = -20% | H = 2.4% | I = 1%
COc1ccc(C(=O)N2CCN(c3ccccc3)CC2)cc1S(=O)(=O)N1CCOCC1
  A = 2% | B = -30% | C = i | D = -2% | E = 10% | F = 6% | G = -9% | H = -0.4% | I = -5%
CC1CN(C(=O)c2cc3c(=O)n4ccccc4nc3n2C)CC(C)O1 (configuration not stated)
  A = 4% | B = -10% | C = . | D = -5% | E = -2% | F = 19% | G = 0% | H = 0.3% | I = 11%
CC(Oc1ccc(Cl)cc1)C(=O)N(C)CC(=O)Nc1ccc(N2CCOCC2)cc1 (configuration not stated)
  A = -3% | B = 4% | C = ? | D = 8% | E = -3% | F = 2% | G = -16% | H = -0.8% | I = 8%
CC(=O)Cn1ncc(N2CCCCC2)c(Cl)c1=O
  A = -8% | B = -5% | C = i | D = -4% | E = . | F = -3% | G = -8% | H = 1.0% | I = 10%[57.1 µM]
Cn1nc(C(C)(C)C)c(NC(=O)c2ccc(F)cc2)c1C(C)(C)C
  A = -1% | B = -3% | C = ? | D = 4% | E = -5% | F = 1% | G = -17% | H = -0.2% | I = -19%
CCC(C)c1ccc(NC(=S)NCc2ccccn2)cc1 (configuration not stated)
  A = 10% | B = 0% | C = i | D = -35%[inhibitor] | E = -5% | F = 2% | G = 0% | H = 3.0% | I = -12%
C=CCn1c(SC(CCO)C(=O)NCc2ccco2)nc2sc3c(c2c1=O)CCC3 (configuration not stated)
  A = -12% | B = -1% | C = i | D = -179%[0.0737 µM] | E = -11% | F = -2% | G = -9% | H = -0.1% | I = -4%
COc1cc(/C=N/N=C2/NC(=O)C(Cc3ccccc3)S2)ccc1O (configuration not stated)
  A = -1% | B = -22% | C = ? | D = 18µM* | E = 31% | F = -4% | G = 2% | H = 4.6% | I = 8%
CC(C)CNC(=O)NC(=O)COC(=O)Cn1cnc2ccccc2c1=O
  A = 17% | B = 14% | C = i | D = -1% | E = 1% | F = 6% | G = 9% | H = 0.4% | I = 10%
CCc1cnc2c(c1SCC(=O)NCc1ccc(F)cc1)c(=O)n(C)c(=O)n2C
  A = . | B = 3% | C = . | D = . | E = . | F = 11% | G = 0% | H = 0.2% | I = .

Molecules shown so far containing a furan ring, fused or not, in the order listed:
Abbreviations: A = Nrf2 inh; B = HepG2 tox; C = S2 tox; D = MCF10A rereplic; E = ATXN2 expr inh; F = A549 tox; G = TGFb inhibitor; H = Nrf2 activator; I = EPAC2 antagonist
Cc1ccc(CNC(=O)c2ccc(CS(=O)Cc3cccc(Cl)c3)o2)cc1 (configuration not stated)
  A = 7%&-18% | B = -6%&-21% | C = i | D = 1% | E = -7% | F = 1%&2% | G = ? | H = 0.0%&1.1% | I = 7%
CCSC1=N/C(=C\c2ccc(-c3ccccc3[N+](=O)[O-])o2)C(=O)S1
  A = 20% | B = 1% | C = i | D = 1% | E = 0% | F = -16% | G = 6% | H = 2.1% | I = -3%
C=CCn1c(SC(CCO)C(=O)NCc2ccco2)nc2sc3c(c2c1=O)CCC3 (configuration not stated)
  A = -12% | B = -1% | C = i | D = -179%[0.0737 µM] | E = -11% | F = -2% | G = -9% | H = -0.1% | I = -4%

The list goes on:
Abbreviations: A = Nrf2 inh; B = HepG2 tox; C = S2 tox; D = MCF10A rereplic; E = ATXN2 expr inh; F = A549 tox; G = TGFb inhibitor; H = Nrf2 activator; I = EPAC2 antagonist
COC(=O)CN1C(=S)N(c2ccc(OC)cc2)C(=O)/C1=C/c1ccc(N2CCOCC2)cc1
  A = ? | B = -16% | C = i | D = -8% | E = 1% | F = ? | G = 13% | H = 2.7% | I = 58%[activator]
COc1ccc(CCNC(=O)C2CCN(S(=O)(=O)c3cccc4nsnc34)CC2)cc1OC
  A = -9% | B = -35% | C = i | D = 1% | E = 1% | F = -7% | G = -11% | H = -0.6% | I = 3%
NS(=O)(=O)c1ccc(CNC(=O)c2cccc(Oc3ccccc3)c2)cc1
  A = 6% | B = -10% | C = i | D = 36% | E = -23% | F = 3% | G = 1% | H = 3.0% | I = 12%
CSCCC(NC(=O)c1ccccc1Cl)C(=O)Nc1ccc(C)c(S(=O)(=O)N2CCOCC2)c1 (configuration not stated)
  A = 4% | B = 3% | C = i | D = -2% | E = 0% | F = 18% | G = 0% | H = 3.1% | I = 11%
CCC1CC2CC(NC(C)=O)C1C2 (configuration not stated)
  A = . | B = 1% | C = i | D = 1% | E = -18% | F = -2% | G = 2% | H = -0.7% | I = 9%
Cc1nn(Cc2ccc(F)cc2)c(C)c1NC(=O)CCCn1nc([N+](=O)[O-])cc1C
  A = 0% | B = 17% | C = i | D = 3% | E = . | F = 7% | G = 0% | H = -0.1% | I = -17%
Cc1ccc(Cl)cc1-n1ncc2c(Nc3cccc(C)c3C)ncnc21
  A = . | B = -58% | C = i | D = . | E = ? | F = -22% | G = -8% | H = 3.6% | I = .
CCC1(C)NC(=O)N(CC(=O)N2N=C(c3ccccc3)CC2c2ccc(OC)cc2)C1=O (configuration not stated)
  A = -14% | B = -14% | C = i | D = -1% | E = -14% | F = -2% | G = 4% | H = -1.1% | I = -23%
O=C(CSc1nc2ccccc2c(=O)n1-c1ccccc1F)NC1CC1
  A = 5% | B = -9% | C = i | D = 12% | E = 3% | F = 1% | G = 1% | H = 9.0% | I = 0%
CC(N=C1NS(=O)(=O)c2ccccc21)c1ccccc1 (configuration not stated)
  A = -2% | B = 12% | C = i | D = 1% | E = 2% | F = 2% | G = -3% | H = -0.1% | I = 2%
Cc1cc(N)n(-c2ccc(S(N)(=O)=O)cc2[N+](=O)[O-])n1
  A = -20% | B = 8% | C = i | D = -3% | E = -8% | F = 0% | G = 9% | H = 1.2% | I = 1%
Cc1ccc2nc(N(Cc3cccnc3)C(=O)C3CCCCC3)sc2c1
  A = . | B = -4% | C = . | D = . | E = . | F = 2% | G = -1% | H = 0.6% | I = .
O=C1CCCC2=C1C(c1ccc(O)c(Br)c1)C1=C(CCCC1=O)N2c1ccccc1
  A = -17% | B = -17% | C = i | D = 20% | E = 2% | F = 0% | G = -15% | H = 16% | I = -10%
CCOC(=O)c1ccc(-n2c(CN3CCOCC3)nc3ccc([N+](=O)[O-])cc3c2=O)cc1
  A = 20% | B = 6% | C = i | D = 1% | E = . | F = 19% | G = 1% | H = -0.3% | I = 5%
CC1(C)C2CCC(C2)C1(C)NC(=O)CN1CCOCC1 (configuration not stated)
  A = -4% | B = -1% | C = i | D = -1% | E = 1% | F = -8% | G = -13% | H = -0.8% | I = 11%
Cc1[nH]n(-c2ccccc2)c(=O)c1CCOC(=O)c1ccc(C(F)(F)F)cc1
  A = ? | B = -28% | C = i | D = ? | E = -9% | F = -4% | G = ? | H = 4.1% | I = -11%
Cc1ccc(-n2ncc3c2CC(C)(C)CC3NC(=O)CCN2CCCO2)cc1 (configuration not stated)
  A = ? | B = 2% | C = i | D = -3% | E = 6% | F = 2% | G = -2% | H = -0.5% | I = -4%

This is a subset; rates above refer to the full screens.
